Screening results: PubChem, several laboratories
GALR2 blocker: antagonists of human galanin receptor 2 (GALR2); O43603; GALR2-expressing cells, antagonist mode; inhibition, % at 4 µM; 0.39% of 140,000 active; AID 828; in the data active means inhibition above about 27%;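 further: cells stimulated with galanin 1-16 at roughly its EC80; 0% = agonist challenge control and 100% = basal control without agonist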
Target sequence (O43603 whole entry, looked up): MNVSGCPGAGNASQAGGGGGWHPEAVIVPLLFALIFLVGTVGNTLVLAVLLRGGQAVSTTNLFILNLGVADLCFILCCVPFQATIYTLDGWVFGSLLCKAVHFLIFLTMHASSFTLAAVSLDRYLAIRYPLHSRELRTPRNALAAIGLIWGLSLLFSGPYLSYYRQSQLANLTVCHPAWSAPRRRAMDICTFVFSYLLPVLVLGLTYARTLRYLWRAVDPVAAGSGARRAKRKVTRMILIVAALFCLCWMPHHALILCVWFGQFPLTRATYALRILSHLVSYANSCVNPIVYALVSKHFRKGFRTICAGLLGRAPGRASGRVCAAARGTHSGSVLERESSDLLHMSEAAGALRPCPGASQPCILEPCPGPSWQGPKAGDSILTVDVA
bCat KO growth: beta-catenin-lacking colon tumor cell growth suppression; HCT116 beta-catenin knockout viability, CellTiter-Glo, 60 h; hits give low values; viability, % at 10 µM; 1.5% of 140,000 active;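 active means viability at or under a set limit, the compound median less 4 SD, cut at about 6% in these data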;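 further: 0% = Hyamine 1622 control at 20 µM and 100% = untreated cell control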
HCT116 PTEN-null: PTEN-deleted cell growth suppression; AID 827; HCT116 PTEN-null viability, CellTiter-Glo, 60 h; hits give low values; viability, % at 10 µM; 1.2% of 140,000 active;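 active means viability at or below a set limit, 4 SD under the median of all tested compounds, cut at about 3.7% in these data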;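 further: PTEN knockout HCT116 line with beta catenin targeted HCT116 as companion control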
NPY Y2 blocker: blocks the human neuropeptide Y Y2 receptor. 0.99% of 140,000 active. NPY-Y2 expressing cells, antagonist mode. inhibition, % at 2.7 µM. P49146; in the data active means inhibition above about 17%;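 further: 0% = vehicle with agonist challenge and 100% = reference antagonist with challenge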
Target sequence (P49146 whole entry, looked up): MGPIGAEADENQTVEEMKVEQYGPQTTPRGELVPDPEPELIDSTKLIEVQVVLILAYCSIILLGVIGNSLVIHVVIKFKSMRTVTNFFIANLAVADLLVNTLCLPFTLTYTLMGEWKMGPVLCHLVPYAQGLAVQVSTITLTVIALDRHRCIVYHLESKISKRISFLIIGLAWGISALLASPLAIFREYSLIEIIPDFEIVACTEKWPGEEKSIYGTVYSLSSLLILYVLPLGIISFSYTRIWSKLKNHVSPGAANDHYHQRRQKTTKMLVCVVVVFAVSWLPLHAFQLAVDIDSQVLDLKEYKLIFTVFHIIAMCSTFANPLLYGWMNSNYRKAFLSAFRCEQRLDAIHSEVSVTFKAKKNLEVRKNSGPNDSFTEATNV
Yeast life ext: extends the lifespan of yeast. S. cerevisiae growth with nicotinamide, OD615; deaD strain in restrictive glucose medium. inhibition of the nicotinamide effect, % at 10 µM. 0.68% of 130,000 active;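 active means inhibition above a set limit, placed 3 SD over the median of all compounds, cut at about 26% in these data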;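 further: 0% = nicotinamide-treated wells and 100% = cells grown without nicotinamide; some compounds called inactive have numbers as strong as hits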
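Test system – modified budding yeast, DeaD strain · Compound – single dose 10 µM compound, 0.25% DMSO · Times – culture preincubation 4 h, compound exposure 48 h, both 30 °C · Detection – optical density (absorbance) at 615 nm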
MRP1 act: activates MRP-1; H69AR cells + doxorubicin, viability rescue, CellTiter-Glo; viability increase, % at 10 µM; 0.61% of 140,000 active; AID 799;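 active means viability gain under doxorubicin at or above a set limit, the compound median plus 3 SD, cut at about 4.7% in these data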;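 further: MRP-1 overexpressing cells given doxorubicin 25 µM after compound pretreatment; 18-22 h compound pretreatment then 72 h with doxorubicin before readout; 0% = doxorubicin-only wells and 100% = vehicle-treated cells without doxorubicin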
E-sel TNF inh: TNF alpha driven E-selectin expression inhibition. HUVEC TNFa-induced E-selectin immunofluorescence, high content. AID 1246. inhibition, % at 2 µM. 0.71% of 120,000 active;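 active means inhibition above the batch mean plus 3 SD, and confirmed as a hit on visual image review, cut at about 43% in these data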;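 further: 0% = TNF-stimulated DMSO wells and 100% = unstimulated control wells; not every result past the cut was called active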
Measles CPE: protection of cells from measles virus; Measles virus-infected cells, CPE protection, absorbance; 1.5% of 140,000 active; AID 841; protection (pct of control), % at 4 µM; in the data active means protection mostly above about 24%, no sharp cut-off; inactive means mostly below about 26%; further: some compounds called inactive have numbers as strong as hits
Yeast growth inh: yeast BB579 growth reduction in restrictive medium; inhibition, % at 10 µM; S. cerevisiae BB579 growth, OD615, 48 h; 0.51% of 140,000 active;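 active means inhibition above a set limit, 3 SD over the mean compound inhibition, cut at about 44% in these data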; further: inactives centre near -24
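Test system: Saccharomyces cerevisiae DeaD strain BB579, replicative lifespan model yeast | Buffer or medium: Restrictive CSMM-D medium | Doses: One dose, 10 µM compound with 0.25% DMSO | Incubation: 48 h exposure, 30 °C | Detection: Culture absorbance at 615 nm | Control set: Amphotericin B at 10 µg/mL as positive control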
Phagocytosis inh: inhibitors of macrophage phagocytosis | inhibition, % at 5 µM | J774A.1 macrophage IgG-bead phagocytosis, imaging | 0.07% of 110,000 active;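 active means inhibition above the mean of the plate negative controls plus 5 SD, cut at about 13% in these data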;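 further: phagocytic index as fraction of beads internalized from green versus red external bead signal; plate controls were DMSO negative control for no effect and cytochalasin-D positive control for full effect; some results beyond the cut were filed as inactive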
Starred values were filed as active, the others as inactive; x = not tested or not shown.

SMILES | GALR2 blocker | bCat KO growth | HCT116 PTEN-null | NPY Y2 blocker | Yeast life ext | MRP1 act | E-sel TNF inh | Measles CPE | Yeast growth inh | Phagocytosis inh
Cc1ncc([N+](=O)[O-])n1CCOC(=O)c1ccc(Cl)cc1Cl | -3 | 92 | 99 | 3 | 1 | -0.4 | -29 | 9 | -28 | 2
CC(C)Cc1cc(C(=O)Nc2ccc3c(c2)OCO3)no1 | 7 | 102 | 99 | 4 | -9 | -2.7 | 7 | 19 | -9 | 1
COC(=O)c1ccccc1NS(=O)(=O)c1ccc2[nH]c(=O)[nH]c2c1 | 10 | 82 | 92 | 8 | -5 | 0.0 | 27 | 17 | 9 | -3
O=C(NCC(c1cccs1)N1CCOCC1)c1ccc([N+](=O)[O-])cc1 (stereo not given) | -3 | 39 | 37 | 5 | -4 | -0.3 | x | 4 | -12 | -5
N#CC1=C(N)N(c2ccccc2)C2=C(C(=O)CCC2)C1c1cccs1 (stereo not given) | -7 | 92 | 85 | 0 | -1 | -2.2 | 11 | 27 | -22 | -1
COc1ccccc1/C=C/C=N/n1c(C2CCCCC2)n[nH]c1=S | -11 | 88 | 85 | 5 | -4 | 4.8* | x | 8 | -7 | -13
Cc1ncc(CO)c2cc(S(=O)(=O)c3ccc(F)cc3)c(=O)oc12 | -4 | 92 | 98 | 2 | 1 | -3.3 | -13 | 15 | -39 | x
COC(=O)c1ccc2c(c1)S(=O)(=O)NC(=NCCCN1CCOCC1)S2 | 2 | 100 | 102 | 0 | -11 | 0.2 | 0 | 15 | -42 | 0
COC(=O)c1ccc(C(=O)Nc2ccc(N)cc2N)cc1 | 13 | 91 | 96 | 1 | -8 | -2.7 | -8 | 10 | -36 | 0
O=C(NC1CCS(=O)(=O)C1)Oc1ccccc1 (stereo not given) | -2 | 94 | 109 | 2 | 1 | -0.6 | 5 | 10 | -5 | 0
Cc1ccc(NC(=O)CCC(=O)n2nc(C)cc2C)c(C)c1 | 0 | 98 | 110 | -2 | -7 | -0.5 | -13 | 2 | -3 | -1
COc1ccc(NC(=O)c2cccs2)cc1OC | -10 | 103 | 81 | -2 | -18 | -1.6 | 28 | 12 | -43 | -5
Cc1ccc(C)c(OCC(=O)N/N=C/c2ccsc2)c1 | 7 | 97 | 116 | 0 | -15 | 0.5 | 0 | 2 | -38 | x
CCOC(=O)C1CCN(C(=S)Nc2ccc(S(N)(=O)=O)cc2)CC1 | 1 | 88 | 88 | 2 | 8 | -1.2 | 11 | 5 | -53 | -5
CC1(CCc2ccc(O)cc2)NC(=O)NC1=O (stereo not given) | 10 | 104 | 88 | 2 | 24 | 0.1 | 15 | 3 | -7 | 0
CC(C)C(=O)Nc1ccccc1N1CCN(C(=O)c2ccccc2)CC1 | 7 | 92 | 87 | 2 | -5 | -2.3 | -7 | 16 | -15 | -2
CCOc1ccc(/C=C(\C#N)C(=O)Nc2cccnc2)cc1 | -11 | 93 | 96 | -1 | -11 | -0.9 | -7 | 4 | -14 | -10
COc1cc(C(=O)NC2(C(F)(F)F)NC(=O)N(CCCc3ccccc3)C2=O)cc(OC)c1OC (stereo not given) | 3 | 97 | 86 | -1 | -1 | -2.4 | 1 | 8 | -10 | -14
COC(=O)C1(CO)NC(c2cccs2)C2C(=O)N(c3ccccc3)C(=O)C21 (stereo not given) | 6 | 92 | 93 | 2 | -4 | 0.0 | -14 | 13 | -13 | 0
O=C(N/N=C/c1ccco1)/C(=C/c1cccc([N+](=O)[O-])c1)NC(=O)c1ccccc1 | -2 | 97 | 98 | 1 | -12 | 0.7 | -46 | 5 | -3 | x
COc1ccc(OC)c(NC2c3ccccc3C(=O)N2c2cccnc2)c1 (stereo not given) | 21 | 94 | 104 | 1 | -8 | -3.0 | x | 4 | -25 | 0
Cc1cc(C)c(S(=O)(=O)NCCn2c(C)cc3ccccc32)c(C)c1 | -5 | 70 | 75 | -1 | -6 | -4.3 | -12 | 1 | -26 | 0
O=C(Cn1c(=O)oc2cc(S(=O)(=O)N3CCCC3)ccc21)N1CCc2ccccc2C1 | -7 | 91 | 97 | 3 | -5 | -1.6 | -2 | 14 | -23 | 0
COc1cc(CN2CCC(C(=O)NC3CCCC3)CC2)ccc1O | 3 | 89 | 95 | 1 | -13 | -0.5 | -23 | 11 | 19 | 4
C#CCOC(=O)Nc1ccc(=O)n(Cc2c(Cl)cccc2Cl)c1 | -4 | 91 | 86 | 4 | -5 | -2.0 | 24 | 4 | -19 | x

The last two records of the section before open the next one.
SMILES | GALR2 blocker | bCat KO growth | HCT116 PTEN-null | NPY Y2 blocker | Yeast life ext | MRP1 act | E-sel TNF inh | Measles CPE | Yeast growth inh | Phagocytosis inh
COc1cc(CN2CCC(C(=O)NC3CCCC3)CC2)ccc1O | 3 | 89 | 95 | 1 | -13 | -0.5 | -23 | 11 | 19 | 4
C#CCOC(=O)Nc1ccc(=O)n(Cc2c(Cl)cccc2Cl)c1 | -4 | 91 | 86 | 4 | -5 | -2.0 | 24 | 4 | -19 | x
COc1ccc(N(CC(=O)Nc2c(C)n(C)n(-c3ccccc3)c2=O)S(=O)(=O)c2ccccc2)cc1OC | 4 | 104 | 97 | 0 | 3 | -0.1 | -12 | 4 | -43 | -6
COc1ccccc1CNC(=O)C1CCN(S(=O)(=O)N2CC(C)CC(C)C2)CC1 (stereo not given) | 3 | 105 | 99 | 2 | -25 | 0.1 | -7 | 13 | -32 | -4
C(=N\N1CCN(Cc2cccc3ccccc23)CC1)/c1ccco1 | -13 | 98 | 98 | 9 | -11 | 0.7 | 41 | 10 | -57 | 0
Clc1ccc(Nc2nc(-c3cccnc3)cs2)cc1 | 23 | 76 | 84 | -3 | -13 | -1.6 | -10 | 16 | -59 | 0
O=C(NCC1CCCO1)C(C(=O)c1ccccc1)n1ccccc1=O (stereo not given) | -6 | 104 | 105 | -1 | 0 | -0.3 | -62 | 13 | -65 | 1
COc1ccc(OC)c(C(c2nnnn2CCc2ccccc2)N2CCC(C(N)=O)CC2)c1 (stereo not given) | 6 | 94 | 94 | 1 | 0 | -2.5 | -26 | 17 | -9 | x
CCS(=O)(=O)N1CCCC(C(=O)NC2CCCCC2C)C1 (stereo not given) | -7 | 90 | 96 | 2 | -8 | -1.2 | x | 2 | 20 | x
O=C(Cc1ccc(F)cc1)N/N=C/c1ccccn1 | -1 | 91 | 87 | 2 | 2 | -1.2 | x | 6 | -47 | -6
CCC(C)(C(=O)NC1CCCCC1)N(Cc1cccs1)C(=O)Cc1cccs1 (stereo not given) | -2 | 70 | 76 | 39* | -8 | -1.4 | -15 | 5 | -70 | -2
COC(=O)c1cc(=O)n2c(-c3ccccc3)csc2n1 | 6 | 100 | 99 | -2 | -2 | -0.4 | -49 | 2 | -65 | 0
O=C(Nc1ccccn1)C1(c2cccs2)CCOCC1 | -6 | 92 | 102 | 0 | -3 | -1.4 | x | 30 | -15 | 1
CCOc1ccc(NC(=O)CSc2nnc(C(C)C)n2CC)cc1 | 12 | 80 | 88 | 2 | x | 1.5 | -2 | 2 | -8 | x
Cc1cc(C)n(Cc2ccc(NC(=O)c3ccc(COc4ccccc4Br)cc3)cc2)n1 | -2 | 19 | 19 | -3 | -7 | -1.1 | 11 | 12 | -9 | x
Cc1ccc(S(=O)(=O)N(C)CCCC(=O)N2CCOCC2)cc1 | 3 | 81 | 95 | 4 | -11 | 0.4 | x | 5 | 4 | -1
OC1CNCc2cc3c(cc21)OCCO3 (stereo not given) | -9 | 92 | 101 | -2 | 6 | 2.3 | -4 | 26 | 0 | 1
O=C(CSc1nnc(-c2ccncc2)n1CC1CCCO1)Nc1cccc(O)c1 (stereo not given) | -16 | 98 | 104 | 4 | -5 | -0.6 | 19 | 6 | -28 | 0
Cc1ccc(C(=O)Nc2ccc(F)cc2)o1 | 0 | 89 | 103 | 1 | -6 | 1.9 | x | 6 | -33 | -6
CC(C)(C)c1ccc(NC(=O)COc2ccc(-n3ccnc3)cc2)cc1 | -2 | 12 | 22 | 2 | -16 | -1.8 | 26 | 8 | -45 | -2
COc1ccc(CCNC(=O)c2cc(-c3ccccc3O)n[nH]2)cc1OC | 9 | 94 | 89 | 5 | 3 | -2.9 | -23 | 6 | -52 | -2
CCOC(=O)Cc1[nH]nc2c1C(c1cccc(OC)c1OC)C(C#N)=C(N)O2 (stereo not given) | 14 | 99 | 104 | -1 | -6 | -0.8 | -57 | 8 | -6 | 0
Cc1cn2c(nc(=O)c3cccnc32)s1 | 3 | 96 | 103 | 3 | 17 | -0.8 | x | 11 | -27 | -2
O=C(Nc1ccc(OC(F)F)cc1)Nc1cccc(C(F)(F)F)c1 | 14 | 2.3* | 3.1* | 2 | -14 | -2.8 | -1 | 8 | -86 | 0
CC(=O)Nc1ccc(SCC(=O)Nc2cc(C(C)(C)C)nn2-c2ccccc2)cc1 | 9 | 87 | 87 | -1 | 0 | -3.8 | x | 10 | -2 | -2
COc1ccc(OC)c(/C=C2\S/C(=N/NC(=O)c3ccc4ccccc4c3)NC2=O)c1 | 0 | 89 | 87 | 6 | 6 | 0.1 | x | 17 | -24 | -3
CCN(C(C)=O)c1nnc(CSc2nc3ccccc3s2)s1 | -9 | 79 | 88 | 7 | -7 | -3.0 | -19 | 26 | -4 | 1
SMILES | GALR2 blocker | bCat KO growth | HCT116 PTEN-null | NPY Y2 blocker | Yeast life ext | MRP1 act | E-sel TNF inh | Measles CPE | Yeast growth inh | Phagocytosis inh
O=C(CN(Cc1ccco1)S(=O)(=O)c1ccccc1)N/N=C/c1cccc(O)c1 | 2 | 96 | 95 | 9 | 0 | -1.9 | -22 | 5 | 3 | -2
Cc1ccc(C)c(OCCn2cc(/C=C(/C#N)C(=O)NCC3CCCO3)c3ccccc32)c1 (stereo not given) | -11 | 82 | 68 | 1 | -3 | 1.7 | 8 | 28 | -19 | -5
CCCCNC(=O)CNC(=S)N(CCCN1CCOCC1)Cc1cccs1 | 6 | 98 | 99 | 0 | -2 | -1.3 | -13 | 6 | -14 | -13
Fc1ccc(C(c2nnnn2Cc2cccs2)N2CCN(C3CCCC3)CC2)cc1 (stereo not given) | -3 | 82 | 86 | 14 | 0 | -1.4 | 18 | 8 | -34 | -1
O=C(O)c1cc(-c2ccccc2)nc2ccccc12 | -9 | 92 | 86 | 2 | 3 | -0.8 | x | 2 | -36 | x
CCOC(=O)CSc1nnc(-c2ccccc2)o1 | 5 | 94 | 90 | 2 | x | -1.6 | 4 | 27 | -10 | x
CCn1c(CSc2nc3ccccc3[nH]2)nc2cc(C(=O)O)ccc21 | 6 | 93 | 92 | 1 | -4 | -4.6 | -8 | 9 | 2 | -1
CN1CCN(C(=O)c2cc3sccc3n2CC(=O)c2ccccc2)CC1 | 24 | 89 | 86 | 2 | -3 | -4.0 | 4 | 11 | -44 | -1
CN(C(=O)C1CCN(S(=O)(=O)c2cccs2)CC1)C1CCCCC1 | 5 | 102 | 85 | -4 | -13 | -1.5 | 9 | 5 | -24 | -1
CC(C(=O)O)n1nc2ccccc2n1 (stereo not given) | -6 | 96 | 81 | -2 | -9 | -1.9 | x | 6 | -20 | 1
